# Screening results (PubChem)
# Nrf2 ARE act = activates Nrf2 signaling; AREc32 ARE-luciferase reporter (MCF7-derived line), luminescence, 24 h; Potency, µM (top dose mostly 46.1 µM), inactives show at the top dose activation, usual class: activators; actives 0.31% (n = 410,000); AID 624171; also: potency is read from the fitted curve at half-maximal effect; % of control where 0% means no effect; nearly all actives have a fitted effect of over 65% in size
#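 Luminescent ARE reporter assay in AREc32_Fluc cells: overnight plating at 37 deg C, 24 hr compound incubation, Steady-Glo added, 30 min RT before reading.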
# A549 viability = kills or reduces viability of A549 cells in Nrf2 counter-screen | AID 504648 | A549 ARE-Fluc cells, CellTiter-Fluor viability, 18-24 h | Potency, µM (series often up to 46 µM), without a hit: at the top dose activity change, negative = cytotoxicity, usual class: inhibitors | actives 0.16% (n = 390,000); also: potency is read from the fitted curve at half-maximal effect; % is scaled to controls: 0 for no effect and ±100 for the full control effect
#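 Cytotoxicity counterscreen: CellTiter-Fluor fluorescence was measured in A549 ARE_Fluc cells after 18-24 h of compound exposure in a concentration series. The subsequent BugLite luminescent read reports ARE-luciferase activity.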
# HepG2 viability = kills HepG2 cells in TGF-b inhibitor counter-screen. HepG2 CAGA-GFP viability, ATP luminescence, 18 h. Potency, µM (series often up to 46.1 µM), for inactives: top-dose activity change, negative = cytotoxicity, most hits filed as cytotoxic. actives 0.76% (n = 410,000). AID 588856; also: potency is read from the fitted curve at half-maximal effect; some results filed as inactive show a strong effect at the top dose
#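 CellTiter-Glo luminescence gave cytotoxicity after 18 hours at 37 degrees C. The cells were HepG2 CAGA-GFP in 1% FBS DMEM, stimulated with 500 pg/mL TGF-beta after compound addition. %Activity was normalised to no-cell wells (complete cell-killing) and DMSO (no toxicity), and curves were fitted and classified.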
# IL2 activator = activates IL-2 in a cell-based reporter assay; IL-2 activation reporter assay, cell-based qHTS; stimulated with anti-CD3/CD4/CD28 beads; in transgenic mouse T cells; activation, % (series mostly up to about 46 µM); actives 0.065% (n = 360,000); AID 652025; in the data active = activation above about 50%; inconclusive = mostly about 30% to 49%; also: 0% is about no effect
#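 Screening format: compound pinned onto unstimulated transgenic mouse T cells, 60 min incubation, then anti-CD3/anti-CD4/anti-CD28 bead stimulation for 18 hours at 37 degrees C, followed by EGFP and DsRed detection.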
# TGFb inhibitor = inhibitors of TGF-b signaling. HepG2 CAGA-GFP TGF-b/SMAD3 reporter, GFP fluorescence, 18 h; TGF-beta stimulated, 500 pg/mL final. Potency, µM (titrated, usually from 46.1 µM), inactives show top-dose activity, negative = inhibition, actives largely listed as inhibitors. actives 1.2% (n = 410,000); also: potency is read from the fitted curve at half-maximal effect; % is scaled to controls: 0 for no effect and ±100 for the full control effect; nearly all actives have a fitted effect of over 65% in size
#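 Using HEPG2 CAGA-GFP reporter cells at 1000 cells/well, we pinned test compounds, stimulated with recombinant TGF-beta (500 pg/mL final) and measured total well GFP after 18 h.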
# ATXN2 expr inh = inhibitors of ATXN2 expression | HEK-293 ATXN2-luciferase reporter, luminescence, 24 h | Potency, µM (series often up to 57 µM), without a hit: top-dose activity change, negative = inhibition, hits mostly inhibitors | actives 0.72% (n = 360,000); also: potency is read from the fitted curve at half-maximal effect; % is scaled to controls: 0 for no effect and ±100 for the full control effect; nearly all actives have a fitted effect of over 55% in size
#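 ATXN2-luciferase reporter cells (luciferase flanked by upstream and downstream ATXN2 gene portions) were treated 24 h at 37 °C with compounds at up to 57 uM. SteadyGlo luminescence gave expression; GF-AFC fluorescence gave viability.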
# EPAC2 agonist = agonists of human EPAC2 (RAPGEF4) | Q8WZA2 | EPAC2 activation, biochemical qHTS; response scale: 100% = 6.5 mM cAMP response | Potency, µM (top dose mostly 154 µM), for inactives: top-dose activation, most hits filed as activators | actives 0.079% (n = 360,000); also: potency is read from the fitted curve at half-maximal effect; nearly all actives have a fitted effect of over 50% in size
# Target sequence (Q8WZA2 whole entry, looked up): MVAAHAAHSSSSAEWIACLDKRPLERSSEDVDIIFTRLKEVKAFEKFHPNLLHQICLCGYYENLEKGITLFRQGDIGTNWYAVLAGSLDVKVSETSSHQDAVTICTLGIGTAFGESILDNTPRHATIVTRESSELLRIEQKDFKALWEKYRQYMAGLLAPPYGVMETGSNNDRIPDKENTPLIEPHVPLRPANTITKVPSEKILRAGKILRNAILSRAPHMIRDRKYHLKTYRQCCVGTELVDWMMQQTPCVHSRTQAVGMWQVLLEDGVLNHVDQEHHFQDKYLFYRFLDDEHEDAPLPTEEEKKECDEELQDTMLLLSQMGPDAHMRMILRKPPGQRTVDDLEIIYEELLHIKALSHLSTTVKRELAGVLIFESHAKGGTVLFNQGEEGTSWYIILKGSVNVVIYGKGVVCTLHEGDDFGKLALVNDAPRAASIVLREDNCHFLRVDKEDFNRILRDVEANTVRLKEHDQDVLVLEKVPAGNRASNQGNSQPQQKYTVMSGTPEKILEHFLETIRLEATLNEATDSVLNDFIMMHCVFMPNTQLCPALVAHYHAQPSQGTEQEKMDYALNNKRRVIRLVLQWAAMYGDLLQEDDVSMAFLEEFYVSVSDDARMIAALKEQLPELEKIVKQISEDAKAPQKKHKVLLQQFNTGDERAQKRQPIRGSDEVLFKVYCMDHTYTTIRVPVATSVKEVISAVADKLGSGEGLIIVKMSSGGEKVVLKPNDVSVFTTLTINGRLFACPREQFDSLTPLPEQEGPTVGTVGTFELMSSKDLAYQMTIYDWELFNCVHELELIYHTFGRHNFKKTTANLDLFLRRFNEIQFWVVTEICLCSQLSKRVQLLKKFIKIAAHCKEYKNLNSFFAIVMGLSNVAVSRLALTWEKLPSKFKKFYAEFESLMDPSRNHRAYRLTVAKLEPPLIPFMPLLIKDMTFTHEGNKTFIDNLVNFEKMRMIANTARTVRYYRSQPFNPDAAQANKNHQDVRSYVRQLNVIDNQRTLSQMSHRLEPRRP
#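 EPAC2 (100 nM) mixed with Rap1B loaded with BODIPY-GDP (250 nM) plus 50 uM unlabeled GDP; compounds pinned in, 5 min RT, then read every 5 min for 30 min (ex 480, em 540 nm). Normalized to cAMP control.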
# ATXN viability = reduces viability in counter-screen for ATXN expression inhibitors. S2 cells (HEK-293 line with an ATXN2-luciferase reporter) viability, CellTiter-Fluor protease fluorescence, 24 h. actives 0.49% (n = 400,000). AID 651635. Potency, µM (series often up to 56.7 µM), actives largely listed as cytotoxic; also: potency is read from the fitted curve at half-maximal effect; nearly all actives have a fitted effect of over 40% in size
# Nrf2 inh = Nrf2 pathway inhibition; A549 ARE-Fluc reporter, luciferase luminescence, 18-24 h; Potency, µM (top dose mostly 46 µM), without a hit: at the top dose activity change, negative = inhibition, most hits filed as inhibitors; actives 2.1% (n = 360,000); also: potency is read from the fitted curve at half-maximal effect; % is scaled to controls: 0 for no effect and ±100 for the full control effect; nearly all actives have a fitted effect of over 60% in size
#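 Two sequential reads on A549 ARE_Fluc cells exposed to compound for 18-24 h: a CellTiter-Fluor fluorescence read for viability, then a luciferase luminescence read for Nrf2/ARE activity.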
# Active calls of the source: *; i = inactive; ? = inconclusive; nt = not tested or not shown; & = joins results of further samples; [ ] = dose if it differs, or a comment. Unless noted, calls follow the shape of the dose curve; as a rule, active = well fitted curve in the direction sought with a large enough effect; inconclusive = small, poorly fitted or top-dose-only effect, or another doubt; inactive = no such curve, though single readings can be large; an effect the other way counts as inactive or inconclusive. The list is partial; count on the stated rates, not on these rows.
smiles	Nrf2 ARE act	A549 viability	HepG2 viability	IL2 activator	TGFb inhibitor	ATXN2 expr inh	EPAC2 agonist	ATXN viability	Nrf2 inh
CC(C)(C)C(=O)C(Oc1ccc(Cl)cc1)n1cncn1 (stereo not given)	-0.2%	0%	-26%	-0.4	2%	-28%	-3%	i	-7%
CNC(C(=O)c1ccccc1)C(OC(C)=O)c1cccc([N+](=O)[O-])c1 (stereo not given)	1.1%	4%	12%	0.6	-2%	-10%	15%	i	-12%
Nc1c(C(=O)NC2CCCC2)c2nc3ccccc3nc2n1CC1CCCO1 (stereo not given)	7.0%	-6%	-39%	1.4	?	-6%	22%	i	?
OC(CCNCCc1c[nH]c2ccccc12)C(F)(F)F (stereo not given)	0.2%	4%	0%	6.7	-4%	-9%	2%	i	7%
CCCC(=O)C1C(=O)NC(=O)NC1=O	-0.9%	2%	-3%	-0.7	23%	-1%	7%	i	5%
CCOP(=S)(OCC)Oc1ccc2c(C)c(Cl)c(=O)oc2c1	3.4%	1%	-34%	-0.9	-9%	-16%&67%	10%	i	?
Cc1ccc(OCC(=O)N2CCCC(N3CCN(c4ccc(F)cc4)CC3)C2)cc1 (stereo not given)	-0.4%	-8%	-16%	-1.8	-7%	-31%	10%	i	-8%
COc1cccc(CNC2CN3CCC2CC3)c1OC (stereo not given)	-0.5%	21%	-15%	-1.9	10%	-14%	1%	i	2%
CCOC(=O)N1CCC(NC(=O)c2ccc3c(c2)N(Cc2cccc(C)c2)C(=O)c2ccccc2S3(=O)=O)CC1	-0.5%	-20%	9%	nt	?	-10%	nt	i	-5%
CC(=O)C(Sc1ncnc2c1nnn2-c1ccc(F)cc1)C(=O)N(C)C (stereo not given)	-0.6%	-6%	10%	0.2	-12%	-4%	10%	?	6%
C[N+]1(C)C2CCC1CC(OC(=O)c1c[nH]c3ccccc13)C2 (stereo not given)	-0.8%	-1%	3%	0.4	10%	0%	-5%	i	-5%
COc1cc(N2CCOCC2)ccc1C=C1C(=O)NC(=O)NC1=O	-1.1%	8%	18%	0.0	-3%	-26%[11.3 µM]	7%	i	10%
COC(=O)C1=C(c2ccc(-c3ccccc3)c(F)c2)C[C@@H]2CC[C@H]1N2C(=O)N1CCOCC1	0.6%	0%	-12%	-1.4	-21%	?	9%	?	?
NC1CCCCC1N=Cc1c(O)n(Cc2ccc(F)cc2)c(=O)[nH]c1=O (stereo not given)	0.1%	-2%	1%	-0.7	19%	6%	-22%	i	7%
Cc1ccc(Cn2ccc(NC(=O)c3cc(-c4ccco4)on3)n2)cc1	0.1%	-20%	-28%	-3.4	-15%	-19%	-5%	i	?
CCOP(=O)(Cc1ccc(C#N)o1)OCC	-0.9%	1%	-43%	-3.1	-19%	1%	13%	i	-8%
CC(C)CC(=O)Nc1ccc(C(=O)Cn2c(=O)oc3ccccc32)cc1	-0.1%	-13%	-2%	-3.4	0%	nt	-2%	i	-4%
CC1CCN(C(=O)C(C)Cl)CC1 (stereo not given)	0.2%	3%	6%	0.4	-21%	2%	0%	i	2%
CC(C)CCNc1nnnc2c1sc1nc(N3CCOCC3)c3c(c12)CC(C)(C)SC3	-1.1%	-7%	-16%	-3.1	-17%	22%	-5%	i	?
CC12CC1(C)C(=O)N(c1cc(Cl)cc(Cl)c1)C2=O (stereo not given)	0.2%	8%	-16%	1.8	0%	-3%	3%	i	-26%
CCOC(=O)CNC(=S)N1CC2C[C@@H](C1)Cn1c2cccc1=O	-0.4%	1%	-3%	-1.3	0%	1%	6%	i	4%
COP(=S)(OC)Oc1ccc(Sc2ccc(OP(=S)(OC)OC)cc2)cc1	-0.5%	?	-9%	-0.8	-1%	2%&6%	18%	i	?
Cc1ccc(C2N3CCCN23)cc1 (stereo not given)	-0.3%	-7%	7%	0.5	-3%	2%	9%	i	-5%
COC(=O)C(O)(c1ccc(NC(=O)c2ccco2)c(OC)c1)C(F)(F)F (stereo not given)	4.7%	3%	5%	2.3	-6%	10%	-2%	i	nt
COC(=O)c1ccc(N2C(=O)CC(N3CCC(n4c(=O)[nH]c5ccccc54)CC3)C2=O)cc1 (stereo not given)	2.5%	27%	-4%	-1.8	11%	-9%	5%	i	nt
Cn1c(O)c(C=NC2CCCCCC2)c(=O)[nH]c1=S	-0.4%	1%	-2%	0.1	2%	10%	3%	i	-1%
Cc1nc2ccccc2c(=O)n1-c1cccc(O)c1	0.6%	-1%	-2%	-0.3	-15%	4%	3%	i	7%
Nc1ncnc2c1ncn2[C@@H]1O[C@H](COP(=O)(O)CP(=O)(O)O)[C@@H](O)[C@H]1O	0.1%	-10%	-32%	-0.4	2%	0%	12%	i	-20%
CN(C)c1ccccc1	0.1%	nt	-20%	3.3	-13%	nt	-7%	i	nt
CC1CCCCN1CC(=O)c1ccc2cc[nH]c2c1 (stereo not given)	2.7%	-1%	-14%	3.3	2%	16%	1%	i	?

# Another view of some results above.
# Order of results: Nrf2 ARE act | A549 viability | HepG2 viability | IL2 activator | TGFb inhibitor | ATXN2 expr inh | EPAC2 agonist | ATXN viability | Nrf2 inh
- COC(=O)C1=C(c2ccc(-c3ccccc3)c(F)c2)C[C@@H]2CC[C@H]1N2C(=O)N1CCOCC1
 : 0.6% | 0% | -12% | -1.4 | -21% | ? | 9% | ? | ?
- Cc1ccc(Cn2ccc(NC(=O)c3cc(-c4ccco4)on3)n2)cc1
 : 0.1% | -20% | -28% | -3.4 | -15% | -19% | -5% | i | ?

# The main list resumes with the 4 entries that preceded the break.
SMILES | Nrf2 ARE act | A549 viability | HepG2 viability | IL2 activator | TGFb inhibitor | ATXN2 expr inh | EPAC2 agonist | ATXN viability | Nrf2 inh
Cc1nc2ccccc2c(=O)n1-c1cccc(O)c1 | 0.6% | -1% | -2% | -0.3 | -15% | 4% | 3% | i | 7%
Nc1ncnc2c1ncn2[C@@H]1O[C@H](COP(=O)(O)CP(=O)(O)O)[C@@H](O)[C@H]1O | 0.1% | -10% | -32% | -0.4 | 2% | 0% | 12% | i | -20%
CN(C)c1ccccc1 | 0.1% | nt | -20% | 3.3 | -13% | nt | -7% | i | nt
CC1CCCCN1CC(=O)c1ccc2cc[nH]c2c1 (stereo not given) | 2.7% | -1% | -14% | 3.3 | 2% | 16% | 1% | i | ?
CCOc1ccc(-n2c(O)c(/C=C3\C=Nc4ccccc43)c(=O)[nH]c2=O)cc1 | -0.7% | 0% | 0% | -3.3 | 13% | 5% | -1% | i | 5%
NCCNc1ccc([N+](=O)[O-])c2cccnc12 | 3.5% | -13% | 2% | -0.3 | ? | ? | 0% | ? | -1%
COc1ccc(NC(=O)CSc2nc(-c3cccs3)cc(C(F)(F)F)n2)cc1Cl | 3.5% | -16% | 3% | nt | -4% | -14% | nt | i | ?
COC(=O)C1=C(c2ccc(Cl)c(C(F)(F)F)c2)C[C@@H]2CC[C@H]1N2C(=O)NCc1ccco1 | 5.8% | 5% | -5% | 0.8 | ? | -28% | 10% | ? | -9%
CCCCOCCCN1C(C)=CC(=C2C(=O)NC(=S)NC2=O)C=C1C | -0.4% | -1% | -6% | 1.7 | 5% | 9% | -3% | i | -1%
CC1=C(C(=O)Nc2ccccc2)SCCO1 | -0.1% | -2% | -1% | -0.2 | 25% | 25% | 4% | i | ?
CN1CC[C@@]23CCCC[C@@H]2[C@@H]1Cc1ccc(O)cc13 | 0.4% | 1% | -7% | -0.2 | 3% | -11% | -3% | i | 5%
COc1ccc(C2C(C#N)=C(N)Oc3c2c(=O)oc2ccccc32)cc1Cn1cc([N+](=O)[O-])cn1 (stereo not given) | -0.7% | 0% | 9% | -5.7 | 18% | 1% | 7% | i | -8%
CCc1ccc(NC2=NCCCS2)cc1 | 2.6% | 5% | -10% | 0.1 | 5% | 8% | ? | i | 5%
O=c1[nH]c(=O)n(Cc2ccccc2)c(O)c1C=Nc1ccc(CN2CCOCC2)cc1 | 0.2% | -5% | 1% | 0.2 | 11% | -13% | -5% | i | -3%
O=C1NCN(c2ccccc2)C12CCN(C(c1cc3ccccc3o1)c1nnnn1C1CCCCC1)CC2 (stereo not given) | -2.7% | nt | -111% | -0.2 | 10µM* | ? | 0% | ? | nt
CC(C)NC(=O)Cn1cc(C(=O)c2ccccc2)c2ccccc21 | -0.3% | 5% | -16% | -0.3 | -6% | nt | 7% | i | -2%
Nc1c(C(=O)NCc2ccco2)c2nc3ccccc3nc2n1CCN1CCCCC1 | 17% | -19% | -51% | -2.4 | ? | ? | 28% | i | ?
